GCN5L2 inh: inhibitors of human GCN5L2 histone acetyltransferase; GCN5L2 HAT assay, ThioGlo1 CoA-SH fluorescence; Potency, µM (highest dose often 58.9 µM), for the others: at the highest dose activity change, negative = inhibition, actives largely listed as inhibitors; AID 504327; 390,000 compounds, 0.21% hits; Q92830
Target sequence (Q92830 whole entry, looked up): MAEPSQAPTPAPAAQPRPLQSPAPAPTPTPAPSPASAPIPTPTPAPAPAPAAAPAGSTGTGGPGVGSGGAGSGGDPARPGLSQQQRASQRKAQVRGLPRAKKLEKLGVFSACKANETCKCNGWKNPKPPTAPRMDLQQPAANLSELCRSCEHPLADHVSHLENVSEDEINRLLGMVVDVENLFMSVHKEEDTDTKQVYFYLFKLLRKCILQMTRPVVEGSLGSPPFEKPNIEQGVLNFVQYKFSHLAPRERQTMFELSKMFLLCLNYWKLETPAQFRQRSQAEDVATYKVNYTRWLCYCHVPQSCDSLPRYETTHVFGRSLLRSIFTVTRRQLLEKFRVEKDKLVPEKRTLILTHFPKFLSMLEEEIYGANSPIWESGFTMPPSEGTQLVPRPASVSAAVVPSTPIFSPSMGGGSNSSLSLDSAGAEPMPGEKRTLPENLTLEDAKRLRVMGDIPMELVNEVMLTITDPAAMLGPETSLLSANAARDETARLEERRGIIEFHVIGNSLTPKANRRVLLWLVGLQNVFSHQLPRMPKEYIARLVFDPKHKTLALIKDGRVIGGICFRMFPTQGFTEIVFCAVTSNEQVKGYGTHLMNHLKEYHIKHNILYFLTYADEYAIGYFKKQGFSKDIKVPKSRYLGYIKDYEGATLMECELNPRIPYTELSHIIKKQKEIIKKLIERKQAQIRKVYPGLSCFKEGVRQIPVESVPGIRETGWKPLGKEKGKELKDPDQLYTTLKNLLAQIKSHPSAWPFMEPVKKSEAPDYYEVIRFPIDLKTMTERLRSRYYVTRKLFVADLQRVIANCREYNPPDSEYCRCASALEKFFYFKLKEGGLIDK
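qHTS, 1536-well. 20nM enzyme, pH 7.5 HEPES/EDTA/Tween-20 buffer; 15 min compound preinc., RT. Start: 75uM H3(1-25), 70uM AcCoA, 50uM ThioGlo1. Read Ex340/Em540 at t=0 (autofluorescence flag) and t=20 min.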
TDP1 inh: TDP1 (human) enzyme inhibition; Q9NUW8; recombinant TDP1, AlphaScreen DNA substrate cleavage; Potency, µM (titrated, usually from 130 µM), without a hit: at the highest dose activity change, negative = inhibition, most hits filed as inhibitors; 350,000 compounds, 0.28% hits; also: nearly all actives have a fitted effect of over 40% in size
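Enzyme-compound mixtures sat 15 min at room temperature, followed by a 5 min reaction with 15 nM final substrate and 10 min with AlphaScreen beads. Recombinant human Tdp1 was used at 1 nM final.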
DT40 TDP1 no CPT: qHTS for Inhibitors of human tyrosyl-DNA phosphodiesterase 1 (TDP1): qHTS in cells in absence of CPT | DT40 Tdp1-/- hTDP1 cells, no CPT, ATP luminescence, 48 h | Potency, µM (series often up to 46.2 µM), for the others: at the highest dose activity change, negative = growth inhibition, actives largely listed as inhibitors | 420,000 compounds, 15% hits | AID 686978, 2013; also: nearly all actives have a fitted effect of over 55% in size
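Chicken DT40 Tdp1-/- cells stably complemented with human TDP1 were seeded at 400 cells/well with DMSO in place of 20 nM camptothecin. After compound pinning, cells grew at least 48 hr at 37 °C; viability read by CellTiter-Glo luminescence.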
* = called active by the depositor; ? = inconclusive; . = not tested or not shown; & = joins results of further samples; [ ] = dose if it differs, or a comment. Calls follow the shape of the dose curve; as a rule, active = well fitted curve in the direction sought with a large enough effect; inconclusive = small, poorly fitted or top-dose-only effect, or another doubt; inactive = no such curve, though single readings can be large; an effect the other way counts as inactive or inconclusive. % is scaled to controls: 0 for no effect and ±100 for the full control effect; potency is read from the fitted curve at half-maximal effect. These rows are one share of the data; count on the stated rates, not on these rows.

Values run as follows: GCN5L2 inh, TDP1 inh, DT40 TDP1 no CPT
COc1ccc(-c2ncccc2O)cc1
 : -8%[0.501 µM], -2%, -9%
O=C(Cc1nc(=O)c2ccccc2s1)Nc1ccccc1
 : 1%, 4%, -18%
CCC[N+]1(CC#CCC(c2ccccc2)c2ccccc2)CCCCC1
 : -3%, ., 1.3µM*
CC1(C)CC(=O)CC2(C1)NCC(c1ccccc1Cl)c1c2[nH]c2ccccc12 (centres undefined)
 : -8%, 1%, 16µM*
Cc1noc(C)c1S(=O)(=O)Nc1ccc(C(=O)NCc2ccccc2)cc1
 : -7%, -4%, -16%
CC1=C(C(=O)OCc2ccc3c(c2)OCO3)C(c2cccc([N+](=O)[O-])c2)NC(=O)N1 (centres undefined)
 : -12%, 0%, ?
COc1cccc(/C=N/n2c(C3CCCCC3)n[nH]c2=S)c1
 : 1%, ., ?
CCCCOC(=O)c1ccc(N2C(=O)CC(N3CCN(C/C=C/c4ccccc4)CC3)C2=O)cc1 (centres undefined)
 : -3%, 7%, ?
COc1ccccc1NS(=O)(=O)c1cccc(C(=O)N2CCCCCCC2)c1
 : -8%, 0%, ?
C/C=C/C(=O)NCCc1ccc(OC)c(OC)c1
 : 1%, 2%, -2%
C[C@H](NC(=O)c1ccccc1)C(=O)N1CCN(c2ccccc2)CC1
 : -4%, 4%, -17%
CCOC(=O)c1[nH]c(C)c(C(=O)NCCCOC(C)C)c1C
 : 1%, 7%, -3%
O=C(CN(c1ccc(F)cc1)S(=O)(=O)c1ccccc1)NCc1ccco1
 : 0%, 8%, ?
Cc1ccc(S(=O)(=O)c2cn(C)c3cc(N4CCCCCC4)c(F)cc3c2=O)cc1
 : -3%, -9%, 16µM*
CCCN(CCC)c1nc(N)c(C#N)c(CC#N)c1C#N
 : ?, 10%, 23µM*
Cn1nc(C(=O)NC2CCC(O)CC2)c2ccccc2c1=O (centres undefined)
 : -5%, 1%, 6%
Cc1ccc(NC(=O)NCCCN2CCCC2=O)cc1Cl
 : -2%, 2%, 11%
CCOc1ccc2ccccc2c1/C=N/NC(=O)CNC(=O)C(c1ccccc1)c1ccccc1
 : -9%, -15%, ?
CCC(C)C(=O)Nc1ccc(OC)cc1[N+](=O)[O-] (centres undefined)
 : -1%, -2%, -7%
CCN(CC(=O)Nc1cc(Cl)ccc1C)C(=O)CSCc1ccc(C)cc1
 : -6%, ., ?

(next part)
Values run as follows: GCN5L2 inh, TDP1 inh, DT40 TDP1 no CPT
NC[C@@H]1O[C@H](O[C@@H]2[C@H](O[C@@H]3O[C@H](CO)[C@@H](O)[C@@H]3O)[C@@H](O)[C@@H](N)C[C@H]2N)[C@@H](N)[C@H](O)[C@@H]1O
 : ?, 5%[56.1 µM], .
CCN(CC)CCCNC(=O)c1nn(-c2ccc(OC)c(Cl)c2)c(=O)c2c1c1ccccc1n2C
 : -7%, -7%, 16µM*
CCN(C(=O)N1CCOCC1)c1ccccc1
 : -7%, ., -3%
O=C(COc1cccnc1[N+](=O)[O-])Nc1cccc(Br)c1
 : -8%, 0%, 2%
NS(=O)(=O)c1ccc(CCNC(=O)CCCNC(=O)c2ccc(Cl)cc2)cc1
 : -4%, 0%, -14%
C=CCNC(=O)COc1cc(C)ccc1C
 : 0%, -1%, ?
Cc1cc(C)n(-c2nc(NCCO)c3c4c(sc3n2)CCCC4)n1
 : -15%, 5%, ?
CS(=O)(=O)c1cccc(C(=O)Nc2nnc(C3=COCCO3)o2)c1
 : -10%, -2%, -2%
Cc1nnc2c3ccccc3c(-c3cccc4ccccc34)nn12
 : ?, 0%, ?
CCc1c(C)nc2cc(-c3ccccc3)[nH]n2c1=O
 : 0%, ., 12µM*
CCN(CC)CCNC(=O)COc1ccc(OC)cc1
 : 3%, 2%, 11%&19%&-6%
Cc1ccccc1-c1noc(CCC(=O)NCC2CCCO2)n1 (centres undefined)
 : -1%, -1%, -1%
CC(=O)c1cccc(N=C2NC(=O)CS2)c1
 : -12%, 0%, 5%
Cc1ccccc1-n1c(SCC(=O)c2c(N)n(C)c(=O)n(C)c2=O)nc2sc3c(c2c1=O)CCCC3
 : -4%, 0%, 23µM*
COc1ccc2c(c1OC)C(=O)OC2Nc1nc2ccccc2s1 (centres undefined)
 : -14%, 3%, -5%
COc1ccc(S(=O)(=O)N2CCN(c3ccc4nnc(-c5ccccc5)n4n3)CC2)cc1
 : -3%, 7%, ?
O=C(C[n+]1ccc(-c2nnc3n2CCC3)cc1)c1ccc(Cl)cc1
 : 7%, 5%, 4%
COc1ccc2nc3ccccc3nc2c1NC(=O)c1ccc(Cl)cc1Cl
 : -6%, 0%, ?
Cc1cccc(OCC(=O)N/N=C/c2cc([N+](=O)[O-])ccc2N2CCOCC2)c1
 : 3%, 8%, 18µM*
CN(CC(=O)Nc1cccc(F)c1)C(=O)c1ccccc1Cc1ccccc1
 : -7%, ., ?

Additional records follow:
Values run as follows: GCN5L2 inh, TDP1 inh, DT40 TDP1 no CPT
Cc1ccccc1OCC(O)Cn1c(NCCN(C)C)nc2c1c(=O)n(C)c(=O)n2C (centres undefined)
 : 1%, 1%, .
CCOCCCn1c(=S)[nH]c2cc(C(=O)NCCOC)ccc2c1=O
 : 6%, 1%, -16%
COc1cccc(CNC(=O)CSc2n[nH]c(-c3ccccc3Cl)n2)c1OC
 : 6%, -3%, -23%
COc1ccc(CNC(=O)COC(=O)Cc2ccc(Br)cc2)cc1
 : 0%, -3%, -4%
CCN(CC)c1ccc(NC(=O)C2=CCN(S(=O)(=O)c3ccc(F)cc3)CC2)c(C)c1
 : -5%, 4%, 18µM*
C/C(=N/Nc1ccccc1[N+](=O)[O-])c1ccc([N+](=O)[O-])cc1
 : -8%, ., ?
N#Cc1ccc(COC(=O)C2CC(=O)N(CCc3ccccc3)C2)cc1 (centres undefined)
 : -3%, -10%, -13%
Cc1cnc(CN(C)C(=O)C2CCC(=O)N(CCc3ccccc3)C2)[nH]1 (centres undefined)
 : -2%, 2%, 1%
O=C(O)CC(Cn1[nH]nnc1=S)c1ccccc1 (centres undefined)
 : -4%, 7%, 1%
COc1cccc(N=C2NC(=O)/C(=C/c3cc([N+](=O)[O-])ccc3O)S2)c1
 : -19%, ., 16%
CCOC(=O)c1cn(CC(=O)Nc2ccc(C(C)C)cc2)nn1
 : -9%, 1%, -21%
Cc1nnc(-c2cccc(C(F)(F)F)c2)nc1N1CCOCC1
 : -2%, -3%, 15µM*
Cc1ccc2[nH]c3c(c2c1)CCCC3C(N)=O (centres undefined)
 : 3%, 0%, 10%
CC(CN1CCN(C)CC1)OC(=O)c1ccc(F)cc1 (centres undefined)
 : -1%, 0%, -8%
COc1ccc(C(=O)N/N=C(\c2ccccc2)c2ccccn2)cc1
 : -1%, 10%, 2.6µM*
COc1ccc(OC)c(CNC(=O)Cn2nc(C)c3c(C)n(-c4ccc(C)cc4)nc3c2=O)c1
 : -12%, ?, 16µM*
O=C(CCNS(=O)(=O)c1ccccc1C(F)(F)F)N1CCN(S(=O)(=O)c2cccc(F)c2)CC1
 : -1%, ., ?
CC(=O)c1c(C)[nH]c(C(=O)NCCc2c[nH]c3ccccc23)c1C
 : 2%, 8%[0.0935 µM], ?
Cc1ccc(NCc2nnc(SCC(=O)NCc3ccco3)n2CC2CCCO2)c(C)c1 (centres undefined)
 : -3%, 5%, -19%
COC(=O)COc1ccc(S(=O)(=O)Nc2cc([N+](=O)[O-])ccc2C)cc1
 : -1%, 1%, -5%

Other entries:
smiles | GCN5L2 inh | TDP1 inh | DT40 TDP1 no CPT
CCCN1CCC2(CC1)NC(C(=O)O)Cc1c2[nH]c2ccccc12 (centres undefined) | 3% | . | 8%
CC(=O)c1nc2ccccc2n1CCc1ccccc1 | 4% | -1% | -20%
Cc1c(C(=O)Nc2cccc(S(=O)(=O)N3CCOCC3)c2)oc2ccccc12 | 4% | 0% | 21µM*
CCCCCC#CCN1CCN(C23CC4CC(CC(C4)C2)C3)CC1 | -6% | -5%[56.1 µM] | ?
COc1cccc(C(=O)Nn2c(C)nnc2-n2nc(C)cc2C)c1 | 2% | 2% | -3%
CCOC(=O)C1(C)NC(c2cccs2)C2C(=O)N(c3ccccc3)C(=O)C21 (centres undefined) | -5% | -1% | -13%
O=C(c1ccc2c(c1)N(Cc1ccccc1F)C(=O)c1ccccc1S2(=O)=O)N1CCN(c2ccccn2)CC1 | -4% | 5% | 21µM*
O=C(Cc1ccccc1)N1CCN(c2ccc([N+](=O)[O-])cc2)CC1 | -27% | . | ?
Cc1ccc(C)c(N2CCN(c3cnn(-c4nc5ccccc5s4)c(=O)c3Cl)CC2)c1 | 15% | -2% | 9.2µM*
COc1ccc(-c2[nH]ncc2CN2CCN(c3ccccn3)CC2)c(OC)c1 | -5% | -5% | -13%
CSc1nc2ncc(-c3ccsc3)c(N)n2n1 | 1% | -1% | -27%
O=C(C[C@H]1C/C=C\CCC(=O)OC[C@H]2CCCN2C1=O)NCCO | -1% | 0% | 14%
Cc1ccc(Cn2nnc3c(=O)n(CC(=O)NCc4ccc5c(c4)OCO5)cnc32)cc1 | -2% | -6% | ?
CC(C)(C)OC(=O)CNC(=O)c1[nH]cnc1C(=O)N[C@@H](CCCCNC(=O)OC(C)(C)C)C(=O)OC(C)(C)C | 1% | 9% | ?
Cc1ccc(S(=O)(=O)CCC(O)c2ccc(Cl)cc2)cc1 (centres undefined) | 24% | . | 5%

Some values from the entries so far:
Value for `O=C(c1ccc2c(c1)N(Cc1ccccc1F)C(=O)c1ccccc1S2(=O)=O)N1CCN(c2ccccn2)CC1` in TDP1 inh: 5%
Value for `Cc1cnc(CN(C)C(=O)C2CCC(=O)N(CCc3ccccc3)C2)[nH]1` (centres undefined) in TDP1 inh: 2%
Value for `CCCCOC(=O)c1ccc(N2C(=O)CC(N3CCN(C/C=C/c4ccccc4)CC3)C2=O)cc1` (centres undefined) in GCN5L2 inh: -3%
Value for `CC1=C(C(=O)OCc2ccc3c(c2)OCO3)C(c2cccc([N+](=O)[O-])c2)NC(=O)N1` (centres undefined) in GCN5L2 inh: -12%
Value for `CC(=O)c1c(C)[nH]c(C(=O)NCCc2c[nH]c3ccccc23)c1C` in TDP1 inh: 8%[0.0935 µM]
Value for `COc1cccc(/C=N/n2c(C3CCCCC3)n[nH]c2=S)c1` in GCN5L2 inh: 1%

Further structures
smiles | GCN5L2 inh | TDP1 inh | DT40 TDP1 no CPT
CC(C)Cc1nc(N2CCN(C(=O)c3ccco3)CC2)c(C#N)c2c1CCCC2 | -8% | 7% | ?
CC(C)c1nnc(NC(=O)CCC(=O)NC2CCCCC2)s1 | -3% | 0% | -11%
CCOC(=O)CSc1nnc(CNc2cccc(Cl)c2)n1-c1ccccc1 | -7% | 2% | -19%
CCCCc1ccc(NC(=O)Cn2cnc3c2c(=O)n(C)c(=O)n3C)cc1 | -4% | 0%[12.3 µM] | -22%
Cc1cc(C(=O)OCC(=O)c2ccc3c(c2)NC(=O)CO3)c2ccccc2n1 | -3% | 5% | -1%
Cc1cccc(-c2nc(C)c(CCNC(=O)C(=O)Nc3ccc(C)c(C)c3)s2)c1 | -10% | -2% | .
COc1ccnc(Oc2ccc(F)cc2)c1C(=O)N/C=N/OCc1ccc(F)cc1 | -2% | 6% | -13%
Cc1ccc(NC2=CC(=O)CC(c3ccccc3)C2)cc1 (centres undefined) | 1% | . | 3.7µM*
COC(=O)c1ccc(Oc2ccc3nncn3n2)cc1 | 3% | 4%[56.1 µM] | -13%
COC(=O)c1c(N2C(=O)Nc3ccccc3N2O)sc2c1CCCC2 | -2% | 3% | -20%
CC(=O)c1ccccc1OC(=O)CCN1C(=O)C2C3C=CC(C4CC34)C2C1=O (centres undefined) | -18% | -1% | 7%
C/C(=N\O)C(C)(C)Nc1ccc(Cl)cc1 | 1% | . | -24%
CCOc1ccc(NC(=O)CSc2nc3ccccc3c(=O)n2CCCC(=O)NCC2CCCO2)cc1 (centres undefined) | -6% | 0% | 22%
O=C(/C=C/c1ccccc1)NC(=S)Nc1ccc2c3c(cccc13)CC2 | 0% | -5% | ?
CNC(=O)C1CCCN(c2nnc(C)c3c(C)n(-c4ccccc4)nc23)C1 (centres undefined) | -1% | -3% | -16%
Cc1ccc(C)n1C(CC(=O)O)c1ccc(C#N)cc1 (centres undefined) | -2% | -8% | -27%
CCCCC(=O)Nc1cccc2c1C(=O)N(c1ccccc1)C2=O | -1% | 2% | 4%

An excerpt from above in order of heavy-atom count, rising:
smiles | GCN5L2 inh | TDP1 inh | DT40 TDP1 no CPT
Cc1ccc(C)n1C(CC(=O)O)c1ccc(C#N)cc1 (centres undefined) | -2% | -8% | -27%
Cc1ccc(NC2=CC(=O)CC(c3ccccc3)C2)cc1 (centres undefined) | 1% | . | 3.7µM*
CNC(=O)C1CCCN(c2nnc(C)c3c(C)n(-c4ccccc4)nc23)C1 (centres undefined) | -1% | -3% | -16%
CC(=O)c1ccccc1OC(=O)CCN1C(=O)C2C3C=CC(C4CC34)C2C1=O (centres undefined) | -18% | -1% | 7%

Compound activity deposited in PubChem by National Center for Advancing Translational Sciences (NCATS).
